Screening data deposited in PubChem BioAssay by National Center for Advancing Translational Sciences (NCATS).
TbPYK inhibitor: blocks Trypanosoma brucei pyruvate kinase. hit rate 0.12% among 410,000. TbPYK enzyme, Kinase-Glo Plus ATP luminescence, 45 min. Potency, µM (top dose mostly 76.8 µM), without a hit: at the top dose activity, negative = inhibition, hits mostly inhibitors. Q57TT1; note: nearly all actives have a fitted effect of over 50% in size
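Readout: single end-point luminescence (Kinase-Glo Plus, 10 min). Reaction conditions were TbPYK/substrate plus 130 uM ADP, 45 min at RT, pH 7.2 TEA buffer. No-enzyme wells served as controls, and data were normalized before concentration-response fitting.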
Pf growth 96h: inhibits malaria parasite growth, 96 h. P. falciparum luciferase reporter growth, 96 h. Potency, µM (highest dose often 28.7 µM), without a hit: top-dose activity change, negative = inhibition, hits mostly inhibitors. hit rate 6.9% among 320,000
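Infected RBCs, 2% Hct / 0.05% parasitemia final; luciferase-reporter P. falciparum; cpd 96 h, 37 C, 5% CO2; luciferase detection reagent; luminescence.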
LmPK inhibitor: blocks Leishmania mexicana pyruvate kinase activity; Q27686; hit rate 0.37% among 290,000; Potency, µM (highest dose often 57.5 µM), for the others: top-dose activity change, negative = inhibition, usual class: inhibitors; AID 1721; purified LmPK, Kinase-Glo ATP luminescence, 1 h
Target sequence (Q27686 whole entry, looked up): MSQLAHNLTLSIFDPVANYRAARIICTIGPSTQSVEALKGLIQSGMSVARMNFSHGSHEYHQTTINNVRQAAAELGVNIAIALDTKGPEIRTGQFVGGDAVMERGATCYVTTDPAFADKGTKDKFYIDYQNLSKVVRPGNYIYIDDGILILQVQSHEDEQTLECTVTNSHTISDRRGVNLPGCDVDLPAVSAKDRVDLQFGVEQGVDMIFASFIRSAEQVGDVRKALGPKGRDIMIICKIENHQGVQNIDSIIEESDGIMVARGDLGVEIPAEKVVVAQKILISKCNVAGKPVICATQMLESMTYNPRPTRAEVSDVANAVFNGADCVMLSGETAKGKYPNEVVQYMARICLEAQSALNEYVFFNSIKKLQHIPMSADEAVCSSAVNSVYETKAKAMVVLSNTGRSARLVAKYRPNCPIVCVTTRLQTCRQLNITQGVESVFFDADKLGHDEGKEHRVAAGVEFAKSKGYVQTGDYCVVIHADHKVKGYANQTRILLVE
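0.1 nM LmPK, 0.5 mM PEP, 0.1 mM ADP; 50 mM imidazole pH 7.2, 7 mM MgCl2, 50 mM KCl; 1 h RT. Kinase-Glo luminescence readout, normalized to no-enzyme (full inhibition) and uninhibited wells.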
Sm TGR inh: inhibitors of Schistosoma mansoni thioredoxin glutathione reductase; Q962Y6; hit rate 3% among 360,000; purified TGR, DTNB reduction, TNB absorbance 405 nm; Potency, µM (doses to about 114 µM), without a hit: at the top dose activity change, negative = inhibition, actives largely listed as inhibitors; note: nearly all actives have a fitted effect of over 60% in size
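TGR 20 nM + NADPH 100 uM (dispensed conc.), cpd preinc 15 min RT; start with NADPH (500 uM addition) then DTNB (15 mM addition). Kinetic TNB absorbance, 405 nm filter. Four-parameter Hill fit across titration.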
HCV inhibitor: HCV inhibition. Huh7.5.1 HCVcc-Cre infection, luciferase reporter, 44 h. Potency, µM (doses to about 41.8 µM), for inactives: at the top dose activity change, negative = inhibition, usual class: inhibitors. hit rate 3.4% among 340,000
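Whole-lifecycle infectious HCVcc-Cre system; cells 1,000/well, compound then virus (~0.5 moi) added 4 h after plating, 44 h culture. Luciferase read 15 sec following 15 min substrate incubation, room temp.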
Pf growth 48h: inhibits P. falciparum growth in the first generation, 48 h; P. falciparum luciferase growth in erythrocytes, 48 h; Potency, µM (series often up to 28.7 µM), without a hit: at the top dose activity change, negative = inhibition, most hits filed as inhibitors; hit rate 5.9% among 310,000; AID 504832
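Growth was read as firefly luciferase luminescence after a 48 h, 37 C, 5% CO2 exposure of compounds to reporter-bearing P. falciparum cultures (0.1% parasitemia, 2% hematocrit final) in Albumax-supplemented RPMI 1640.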
The depositor's hits bear a star; ? = inconclusive; . = no result given; & = joins results of further samples; [ ] = remark or other dose. Calls come from the whole dose curve; as a rule, active = well fitted curve in the direction sought with a large enough effect; inconclusive = small, poorly fitted or top-dose-only effect, or another doubt; inactive = no such curve, though single readings can be large; an effect the other way counts as inactive or inconclusive. % is set by controls: 0 for no effect and ±100 for the full control effect; potency is the fitted concentration of half-maximal effect.

SMILES | TbPYK inhibitor | Pf growth 96h | LmPK inhibitor | Sm TGR inh | HCV inhibitor | Pf growth 48h
Cc1noc2ncnc(N3CCCCC3)c12 | 1.7% | 19.4% | 0.8% | -0.3% | -4.5% | -25.8%
COc1ccc(N2C(=O)CC(N(CCc3ccc(S(N)(=O)=O)cc3)C(=S)Nc3ccccc3)C2=O)cc1 (configuration not stated) | 3.0% | ? | 7.8% | 0.3% | -17.3% | ?
CCOc1cc(/C=C(/C#N)c2ccc(Cl)cc2)cc(Cl)c1OCC(=O)O | -0.5% | 13.1µM* | 3.8% | 15.6% | ? | -11.6%
COc1cc2nc(N(CCCN(C)C)C(=O)c3ccc(S(=O)(=O)N4CCc5ccccc5C4)cc3)sc2cc1OC | -1.8% | 8.4% | . | -0.6% | -9.9%[8.37 µM] | ?
O=S(=O)(c1ccc(NC(=S)NCc2ccco2)cc1)N1CCCC1 | -12.8% | 4.4% | 4.7% | ? | -1.0% | -21.4%
O=C(O)c1ccccc1-c1ccccc1C(=O)Nc1nccs1 | -5.4% | -25.5% | -3.1% | 0.7% | 7.1% | 7.1%
CC1(C)S[C@@H]2[C@H](N)C(=O)N2C1C(=O)O (some centres not stated) | -6.4%[33.2 µM] | ? | . | . | . | -5.6%[12.8 µM]
CN(CCc1ccccn1)Cc1ccc(Cl)cc1Cl | 26.6% | 39.6% | -3.6% | 0.0% | -4.4% | 50.0%
CC1CCN(C(=O)c2[nH]cnc2C(=O)N[C@@H](Cc2ccccc2)C(=O)OC(C)(C)C)CC1 | -7.5% | 51.2%[activator] | 0.0% | 1.5% | 2.0% | 15.5%
Cc1cc(NC(=O)C2(c3ccccc3)CCCC2)no1 | -2.1% | . | 3.0% | 8.0% | -9.3%&1.6% | -1.1%
Cc1nc(SCCC(C)C)c([N+](=O)[O-])[nH]1 | -5.5% | -20.4% | 0.0% | 1.9% | 16.7% | .
CC1CCN(CCCNC(=O)CN2C(=O)CSc3ccc(S(=O)(=O)N4CCC(C)CC4)cc32)CC1 | -7.6%&-2.1% | -1.3% | 9.4% | -0.7%&10.5% | 6.7% | ?
O=C(NC(NC(=S)Nc1ccccc1)C(Cl)(Cl)Cl)c1cccc(Cl)c1 (configuration not stated) | -20.4% | 13.1µM* | 7.2% | -32.2% | 11.2µM* | ?
CC(C)CCN(CCC(C)C)C/C(O)=C(\C#N)c1nc(-c2ccccc2)cs1 | -4.1% | 2.62µM* | 4.9% | -15.8% | ? | .
O=C(N/N=C1\C/C(=N\NC(=O)c2ccncc2)c2ccccc21)c1ccncc1 | -3.5% | ? | -3.9% | 26.6% | ? | ?
CCCCn1c(C)cc2c(c1=O)C1O[C@](c3ccsc3)(Cc3cc(OC)c(OC)cc31)O2 | . | ? | -9.0%[11.5 µM] | ? | . | ?
Cc1nn(CCO)c(N)c1C1(O)C(=O)Nc2c(Cl)cc(Cl)cc21 (configuration not stated) | -5.0% | 12.4% | -8.5% | 11.7% | -0.1% | -7.6%
O=C1CC(C(=O)N(c2cccc(F)c2)C(C(=O)NC2CCCC2)c2ccccn2)CS1 (configuration not stated) | 12.8% | 151.9%[activator] | -1.0% | ? | 2.7% | -5.2%
O=C(NCc1ccccn1)c1cc(-c2ccc(Cl)cc2)nc2ccccc12 | -10.6% | ? | 0.1% | -8.1% | -42.0% | ?
COC(=O)CCC(=O)NN1C(=O)c2ccccc2C1=O | 0.2% | 111.0%[activator] | 1.9% | 33.7% | -2.1% | -1.2%
O=C(NC(=S)N1CCN(Cc2ccccc2)CC1)c1cccnc1 | ? | ? | -12.0% | -2.3% | 12.3% | -22.2%
N=c1oc2ccccc2cc1-c1nc2ccccc2c(=O)[nH]1 | 6.5% | 50.4% | 8.3% | 6.4% | 8.8% | .
COc1ccc(N2CCN(C(CNC(=O)c3ccco3)c3cccnc3)CC2)cc1 (configuration not stated) | -4.5% | -10.0% | 1.6% | -38.4% | -7.5% | -9.8%
COCCCNC(=S)NNC(=O)c1cc(-c2cccnc2)nc2ccccc12 | -2.9% | 277.3%[activator] | -3.5% | -17.0% | -2.7% | 1.0%
O=[N+]([O-])c1cccc(-c2n[nH]c(=S)n2-c2ccccc2)c1 | ? | 21.4% | ? | -1.9% | 16.1% | 7.3%
COc1ccccc1NC(=O)c1cc2c(CO)cnc(C)c2oc1=Nc1ccc(OC)c(OC)c1 | -4.0% | 7.0% | -0.9% | 6.6% | -5.6% | ?
Cc1cccc(C(=O)Nc2c3c(nn2C(C)(C)C)CS(=O)(=O)C3)c1 | 4.1% | -1.7% | 0.8% | -1.7% | 11.7% | 18.6%
CN1/C(=C\C=C\C2=[N+](C)c3ccc4ccccc4c3C2(C)C)C(C)(C)c2ccccc21 | . | 0.329µM* | 14.1µM* | -2.6% | . | 1.31µM*
CCCc1cc(=O)oc2cc(OC(C)C(=O)NCC3CCC(C(=O)O)CC3)ccc12 (configuration not stated) | 2.8% | ? | 2.4% | -8.0% | -7.0% | -13.3%
CCCCn1c(=O)[nH]c(=O)c2c1nc(-c1ccc3ccccc3c1)n2CC | -0.9% | ? | 4.0% | 5.3% | ? | -27.6%
O=C(NCCC1=CCCCC1)C(=O)NCc1ccccc1Cl | -5.3% | 59.5%[activator] | 0.8% | 13.9% | 18.0% | 25.8%
CC(C)(C)OC(=O)N[C@@H](Cc1ccccc1)C(=O)NCC1CCC(C(=O)O)CC1 (some centres not stated) | -4.8% | 15.9% | 4.3% | -5.5% | 3.4% | 6.4%
COc1ccc(OCC(O)Cn2c(N3CCCCC3)nc3c2c(=O)n(C)c(=O)n3C)cc1 (configuration not stated) | -1.5% | ? | 2.5% | 6.5% | ? | -29.9%
COc1ccccc1CC(=O)Nc1ccc(-c2nnc(-c3ccco3)o2)cc1 | 1.7% | 135.3%[activator] | 0.2% | 1.9% | ? | 8.28µM*
S=c1[nH]nc(-c2cccc(Cl)c2)n1/N=C/c1ccc(-c2ccccc2Br)o1 | -1.0% | ? | 5.8% | -0.2% | -29.5% | 10.4µM*
COc1ccc(OC)c(NC(=O)CN2CCC(NC(=O)c3ccccc3C)CC2)c1 | -2.3% | 6.3% | -6.2% | -1.7% | -7.9% | -16.0%
C=CCOc1ccc(C2/C(=C(\O)c3c(C)[nH]c(C(=O)OC)c3C)C(=O)C(=O)N2CCN(C)C)cc1 (configuration not stated) | 9.4% | ? | -0.1% | ? | 10.2%&17.7% | 3.0%
CCN(C(=O)CC(C)C)c1nnc(Cn2nnc3ccccc32)s1 | -4.0% | 34.3% | -9.7% | -0.7% | 12.6µM* | -16.6%
CN(C)CCCSc1nc2ccccc2s1 | 3.6% | 57.9%[activator] | 2.6% | 6.8% | 1.7% | 94.7%[activator]
Cn1cc(CN2CCC(O)CC2)c(-c2ccc(Oc3ccccc3)cc2)n1 | -0.5% | 9.28µM* | 3.6% | -29.2% | -8.0% | -4.1%
Cc1cc(Oc2ccc(=O)n(C)n2)nc(SCc2ccccc2)n1 | 6.1% | 0.1% | 0.9% | 1.8% | 23.5% | -10.3%
CC(=Nc1cccc(O)c1)c1sc2ccccc2c1O | -0.9% | 51.0%[activator] | -24.5% | -3.0% | 10.3% | -36.9%
CCOC(=O)C1=C(COC(=O)CCNS(=O)(=O)c2ccc(C)c(C)c2)NC(=O)NC1C (configuration not stated) | 1.9% | -25.7% | . | -6.0% | 8.9% | ?
CC(C)C(=O)NC(=S)Nc1ccccc1C(=O)NC1CCCCC1 | -21.9% | 7.2% | 3.3% | -20.6% | 15.8% | 4.4%
O=C(NC(=S)Nc1ccc(N2CCOCC2)c(Cl)c1)C(c1ccccc1)c1ccccc1 | 3.3% | ? | 3.0% | 0.4% | 6.3% | 16.3%
CCC1(C)NC(=O)N(CC(=O)Nc2sc3c(c2C(=O)OC)CCCCC3)C1=O (configuration not stated) | -0.9% | 1.5% | 2.2% | -0.9% | ? | 17.7%
COc1ccc(C2(CNC(=O)Cc3ccc(OC)c(OC)c3)CCOCC2)cc1 | -2.9% | ? | -3.2% | -13.0% | 10.3% | -0.1%
Cc1sc(N)c(C(=O)c2ccccc2)c1C | ? | ? | -2.0% | . | -6.0% | -13.8%
CCOc1ccc(C(=O)NC2CCN(C(=S)Nc3ccccc3C)CC2)cc1 | 0.3% | -3.0% | -2.2% | . | -17.5% | 6.5%
CCn1c(SCC(=O)Nc2ccc(NC(=O)c3cccs3)cc2)nnc1-c1cccnc1 | -1.9% | 1.5% | -2.7% | 1.0% | -10.5% | -3.0%
O=C(Cc1ncc(C(F)(F)F)cc1Cl)NCc1cccnc1 | -2.8% | 32.2%[activator] | 12.5% | 7.8% | 1.2% | -6.1%
CCOC(=O)c1nc(Nc2ccccc2C)c2ccccc2n1 | 3.8%&6.5% | ? | 2.4% | 1.2%&10.7% | -28.5% | -0.5%
CCOc1ccccc1-c1cc(C(=O)N/N=C(\C)c2cccnc2)c2ccccc2n1 | -7.7% | 2.9% | -9.5% | -2.4% | -26.8% | ?
Cc1[nH]c2ccccc2c1/C=N\NC(=O)c1ccco1 | 3.3% | -14.4% | -6.4% | -6.2% | 3.5% | 7.7%
CC(C)OCCCNC(=O)c1c(N)n(CC2CCCO2)c2nc3ccccc3nc12 (configuration not stated) | 2.3% | ? | 7.4% | -30.9% | 2.3% | 3.29µM*
Cc1ccc(/C(N)=N/OC(=O)CCCc2ccccc2)cc1 | 1.3% | 44.6%[activator] | -10.3% | -2.7% | -1.8% | 27.1%
CCOc1ccccc1C1SCC(=O)Nc2c1c(=O)[nH]n2C(CC)CC (configuration not stated) | -25.0% | 0.2% | -2.5% | -15.8% | 15.9% | 17.1%
COc1ccc(OCC(=O)N/N=C/c2ccc(OC)c(OC)c2C(=O)O)cc1 | -0.4% | ? | -0.3% | -3.9% | -1.9% | 8.3%
O=C(COC(=O)c1cccs1)Nc1cccc(S(=O)(=O)N2CCOCC2)c1 | 30.5% | 41.9%[activator] | 3.1% | -3.6% | -0.3% | 5.2%
Cc1ccc(-n2nc(C)c3c(C)c(CCC(=O)NCCCOC(C)C)c(C)nc32)cc1 | 3.8% | -0.6% | 1.8% | 2.9% | ? | ?
CCOc1ccc(C)cc1S(=O)(=O)Nc1ccc(Cl)cn1 | -3.5% | . | -3.3% | 1.5% | 10.7% | 6.2%

A draw from above in order of count of non-hydrogen atoms, highest first:
SMILES | TbPYK inhibitor | Pf growth 96h | LmPK inhibitor | Sm TGR inh | HCV inhibitor | Pf growth 48h
CCn1c(SCC(=O)Nc2ccc(NC(=O)c3cccs3)cc2)nnc1-c1cccnc1 | -1.9% | 1.5% | -2.7% | 1.0% | -10.5% | -3.0%
Cc1ccc(-n2nc(C)c3c(C)c(CCC(=O)NCCCOC(C)C)c(C)nc32)cc1 | 3.8% | -0.6% | 1.8% | 2.9% | ? | ?
COc1ccc(OCC(=O)N/N=C/c2ccc(OC)c(OC)c2C(=O)O)cc1 | -0.4% | ? | -0.3% | -3.9% | -1.9% | 8.3%
O=C(COC(=O)c1cccs1)Nc1cccc(S(=O)(=O)N2CCOCC2)c1 | 30.5% | 41.9%[activator] | 3.1% | -3.6% | -0.3% | 5.2%
CCOc1ccccc1C1SCC(=O)Nc2c1c(=O)[nH]n2C(CC)CC (configuration not stated) | -25.0% | 0.2% | -2.5% | -15.8% | 15.9% | 17.1%
CCOc1ccc(C)cc1S(=O)(=O)Nc1ccc(Cl)cn1 | -3.5% | . | -3.3% | 1.5% | 10.7% | 6.2%
